# High-throughput results from PubChem.
# MsrA inhibitor: inhibits bovine methionine sulfoxide reductase A; 360,000 compounds, 0.75% hits; inhibition, % at 15.5 µM; purified bovine MsrA, absorbance read-out; in the data active = inhibition above about 4.5%;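 note: 0% = vehicle wells with enzyme and 100% = reference inhibitor wells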
# E coli Lon inh: inhibits E. coli Lon protease; P0A9M0; purified E. coli Lon protease, fluorescence polarization; inhibition, % at 7.94 µM; 360,000 compounds, 0.42% hits; AID 602123; in the data active = inhibition above about 13%, passing the limit was not always enough;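 note: 0% = enzyme with probe and DMSO and 100% = no enzyme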
# MsrA act: activators of bovine methionine sulfoxide reductase A | purified bovine MsrA, absorbance read-out | activation, % at 10.6 µM | 360,000 compounds, 0.3% hits | AID 602163; in the data active = activation above about 7.5%;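 note: 0% = vehicle and 100% = reference activator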
# PABP1 MLLE inh: blocks PAM2 peptide binding to the PABP1 MLLE domain. inhibition, % at 20 µM. P11940. AID 588489. 360,000 compounds, 0.36% hits. GST-MLLE / FITC-PAM2 fluorescence polarization; in the data active = inhibition above about 35%, passing the limit was not always enough;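 note: plate controls were DMSO wells with GST-MLLE for no effect and wells lacking GST-MLLE protein for full effect; some results filed as inactive read as strong as hits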
# CSN inh: inhibitors of human CSN-mediated cullin deneddylation; Q92905; Purified CSN, SCF-Nedd8-OG deneddylation, fluorescence polarization; inhibition, % at 12.5 µM; 360,000 compounds, 0.38% hits;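 active = pattern-corrected inhibition above about 35%, with an unprinted fluorescence ratio check between 0.5 and 1.5, limit read from the data, passing the limit was not always enough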;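 note: 0% = enzyme with substrate and 100% = substrate without enzyme; some results filed as inactive read as strong as hits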
#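 Assay system: purified human Csn5 enzyme expressed in HEK293T cells; Input: 0.24 nM Csn5 enzyme, final concentration; Reagent: 10 nM SCFSkp2-Nedd8OG; Compound dosing: 12.5 µM single point; Times: reaction 90 min, room temperature; Technique: fluorescence polarization readout.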
# FAS-TE inh: blocks the thioesterase domain of human fatty acid synthase. 360,000 compounds, 0.67% hits. AID 602261. inhibition, % at 15 µM. recombinant FAS-TE, OMFH fluorogenic substrate, fluorescence endpoint;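 active = compounds whose normalised, plate-corrected inhibition of enzyme fluorescence in the single-dose primary screen is 50% or more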;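 note: 0% = DMSO with enzyme and 100% = substrate without enzyme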
# MT1-MMP act inh: MT1-MMP (human) activation inhibition | GFP/RFP ratio change, % at 20 µM | 360,000 compounds, 0.061% hits | HT1080 RFP-PRO-GFP cells, GFP/RFP ratio fluorescence, overnight; percent of plate control window, DMSO zero | P50281;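 active = GFP/RFP ratio change of at least 30% with cell ATP level not reduced by more than half and red fluorescence within 50% of control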; note: strong numbers were not always called active
#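 Assay system: HT1080 RFP-PRO-GFP cells. Benchmarks: DMSO vehicle wells and RFP-L50D-GFP reporter cell wells. Times: overnight cell settling, then overnight compound exposure, 37 °C, 5% CO2. Compound: 20 µM single dose, 1% DMSO. Read-out basis: GFP/RFP fluorescence ratio.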
# Rin1-Abl PPI inh: human Rin1-Abl interaction inhibition. 360,000 compounds, 0.4% hits. TR-FRET Rin1/Abl binding, biochemical. inhibition, % at 7.35 µM. P00519+Q13671; in the data active = inhibition above about 5%, passing the limit was not always enough
# Rpn11 block: blocks the human proteasome subunit Rpn11; O00487; calls only at 20 µM; 360,000 compounds, 0.59% hits; human 26S proteasome, Ub4-pepOG fluorescence polarization; 20S core pre-blocked with epoxomicin;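 active = inhibition at 20 µM, scaled to each plate's controls, above about 33%, limit read from the data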
# Numbers without * were called inactive; i = inactive; / = no result given; + = active, no number. Random draw from the library (roughly 3.7% active in at least one column).
SMILES,MsrA inhibitor,E coli Lon inh,MsrA act,PABP1 MLLE inh,CSN inh,FAS-TE inh,MT1-MMP act inh,Rin1-Abl PPI inh,Rpn11 block
COc1cc(C(=O)Oc2cccnc2)cc(OC)c1OC,0.1,-10,0,1,-6,2,2,2,i
COC(=O)c1c(C)nc2c(c(SC)nn2-c2ccccc2)c1N,2.5,-2,0,13,-5,20,0,-1,i
CCN(CC)S(=O)(=O)c1ccc(O)c(C(=O)OCC(=O)N2CCCc3ccccc32)c1,-0.3,-2,-2,13,-2,5,4,0,i
CC(Sc1nnc(C2CC2)n1C1CC1)C(=O)N(C)Cc1cccc(F)c1 (configuration not stated),0.5,-2,-1,-2,-5,-10,-2,1,i
CN1CCN(c2ccccc2NC(=O)c2ccc(OCc3ccccc3)cc2)CC1,-0.7,-7,-7,6,4,6,-1,3,i
C[C@@H]1CN([C@H](C)CO)C(=O)c2cc(Br)cnc2O[C@H]1CN(C)C(=O)Nc1ccc2c(c1)OCO2,0.7,-3,-4,-11,4,-8,4,0,i
Cc1[nH]c(=O)c(C#N)cc1-c1csc(-c2ccccc2)n1,0.8,2,-1,0,9,4,2,-2,i
COc1cc(/C=C/C(=O)Nc2ccncc2)cc(OC)c1OC,4.7*,-11,-3,6,3,-10,3,0,i
Cc1ccc2nc(NC(=O)CCn3cccc3)sc2c1,-1.9,-2,-4,2,0,0,2,2,i
Fc1cccc(NC(=S)NC2CCCCCCC2)c1,0.1,-6,-6,-28,2,14,3,-3,i
N#Cc1ccc(C=NN2CCCCCC2)cc1,3.4,2,-9,-37,-7,9,3,-1,i
CN=CC1=C(O)CC(C)(C)CC1=O,0.6,-1,-3,2,-3,-4,2,0,i
Cc1ccccc1NC(=O)CC(=O)Nc1ccccc1C,0.7,3,-2,-3,3,-2,-5,1,i
COc1ccc(NC(=O)C2CCCN(S(=O)(=O)c3cnc[nH]3)C2)cc1 (configuration not stated),1.3,-2,-9,3,-4,-5,-1,4,i
CCCCn1c(=O)[nH]c(=O)c2c1nc(-c1ccccn1)n2CC,0.1,0,-2,-2,-5,-3,0,-3,i
CCCC1=C(C(=O)OCC)C(c2ccccc2OC)NC(=O)N1 (configuration not stated),1.1,-7,-3,-9,3,-4,-6,-1,i
COc1cc(=O)[nH]c(SC(C)C(=O)Nc2cc(C)on2)n1 (configuration not stated),-0.1,3,-1,5,0,-2,-1,5,i
COc1cc(NC(=O)COC(=O)/C=C/c2ccc(Cl)cc2Cl)cc(OC)c1,-0.7,-3,-2,-4,0,14,0,-6,i
CN(CC(=O)Nc1ccc(S(=O)(=O)N2CCCC2)cc1)Cc1c(F)cccc1Cl,2.5,-2,-7,-10,2,40,-7,1,i
CC1CN(S(=O)(=O)c2cccc(C(=O)OCCOc3ccccc3)c2)CC(C)O1 (configuration not stated),2.5,-4,-4,0,2,29,5,3,i
CCCCn1c(N)c(N(CC(C)C)C(=O)c2ccco2)c(=O)[nH]c1=O,-1.7,-2,-2,-23,-5,-6,0,2,i
Cc1ccc(NC(=O)COC(=O)Cn2cnc3c2c(=O)n(C)c(=O)n3C)cc1F,-0.2,-3,0,-12,1,-7,-2,2,i
COCCOC(=O)c1c(C)n(C)c2ccc(OC(=O)c3ccccc3F)cc12,-0.6,8,-6,-2,3,16,2,1,i
O=C(c1ccccc1F)N1N=C(C(F)(F)F)CC1(O)c1ccccc1 (configuration not stated),1.8,-9,-3,-4,0,1,1,-2,i
N#CCSc1nc2cc(C(=O)N3CCC(C(N)=O)CC3)ccc2c2nc3ccccc3n12,/,-1,-2,25,1,-1,-5,-5,+
CCNC(=O)c1ccccc1NC(=O)c1cccc(S(=O)(=O)N2CCC(C)CC2)c1,-0.3,-13,1,5,-2,23,-5,2,i
Cc1csc2nc(CCNS(=O)(=O)c3cccs3)cn12,0.3,-1,-2,-10,0,-6,2,6,i
C#CCNC(=O)C1=C[C@H](C(C)(C)C)C[C@H](OCCCCO)O1,0.6,-8,-11,-22,-4,-9,-4,0,i
O=C(CN1C(=O)CSc2ccc(S(=O)(=O)N3CCOCC3)cc21)NCc1ccc(F)cc1,-0.2,-4,2,7,-6,-3,1,0,i
COc1ccc(-c2nnc(NC(=O)CSc3ccc(C)cc3)s2)cc1OC,0.0,-13,-4,1,-9,-7,0,-1,i
Cc1onc(-c2ccccc2)c1C(=O)Nc1cccc(S(=O)(=O)N2CCCCC2)c1,-0.5,-6,-4,5,3,12,0,1,i
CC1CCC(NC(=O)C2CCC(CNc3c(N4CCCCC4)c(=O)c3=O)CC2)CC1 (configuration not stated),-1.2,4,-2,15,1,-4,1,0,i
C[N+]1(CC(=O)OCCCc2ccccc2)CCCC1,0.9,-2,-2,-147,2,-8,0,-1,i
O=C(Nc1ccnn1C1CCN(Cc2ccccc2F)CC1)C1CCCC1,-0.6,-1,-4,1,-2,-4,0,5,i
O=[N+]([O-])c1ccc(N2CCN(Cc3ccc(Br)o3)CC2)cc1,0.1,1,-2,0,-3,20,5,-3,i
O=C1CN(C(=O)COC(=O)c2ccc([N+](=O)[O-])o2)c2ccccc2N1,1.1,-12,-1,-16,-4,-2,-3,1,i
COc1cc(NC(=O)NNC(=O)c2cc3occc3n2C)cc(OC)c1OC,0.6,-3,-2,5,0,-8,-4,-2,i
Cn1cnnc1SCC(=O)N1N=C2/C(=C/c3ccco3)CCCC2C1c1ccco1 (configuration not stated),2.3,1,-1,-3,3,-9,-2,-5,i
Cc1ccc(NC(=O)c2ccc(CSc3ccccn3)cc2)c(O)c1,-0.3,2,1,-3,-1,6,3,0,i
CC(=O)N1CCN(S(=O)(=O)c2cccc(C(=O)N3CCN(S(=O)(=O)c4c(C)c(C)cc(C)c4C)CC3)c2)CC1,1.6,-4,-2,-79,2,-1,4,2,i

# In a second layout: results already given.
Structure	MsrA inhibitor	E coli Lon inh	MsrA act	PABP1 MLLE inh	CSN inh	FAS-TE inh	MT1-MMP act inh	Rin1-Abl PPI inh	Rpn11 block
CCCCn1c(N)c(N(CC(C)C)C(=O)c2ccco2)c(=O)[nH]c1=O	-1.7	-2	-2	-23	-5	-6	0	2	i
Cc1ccc(NC(=O)COC(=O)Cn2cnc3c2c(=O)n(C)c(=O)n3C)cc1F	-0.2	-3	0	-12	1	-7	-2	2	i
COCCOC(=O)c1c(C)n(C)c2ccc(OC(=O)c3ccccc3F)cc12	-0.6	8	-6	-2	3	16	2	1	i
O=C(c1ccccc1F)N1N=C(C(F)(F)F)CC1(O)c1ccccc1 (configuration not stated)	1.8	-9	-3	-4	0	1	1	-2	i
N#CCSc1nc2cc(C(=O)N3CCC(C(N)=O)CC3)ccc2c2nc3ccccc3n12	/	-1	-2	25	1	-1	-5	-5	+
CCNC(=O)c1ccccc1NC(=O)c1cccc(S(=O)(=O)N2CCC(C)CC2)c1	-0.3	-13	1	5	-2	23	-5	2	i
Cc1csc2nc(CCNS(=O)(=O)c3cccs3)cn12	0.3	-1	-2	-10	0	-6	2	6	i
C#CCNC(=O)C1=C[C@H](C(C)(C)C)C[C@H](OCCCCO)O1	0.6	-8	-11	-22	-4	-9	-4	0	i
O=C(CN1C(=O)CSc2ccc(S(=O)(=O)N3CCOCC3)cc21)NCc1ccc(F)cc1	-0.2	-4	2	7	-6	-3	1	0	i
COc1ccc(-c2nnc(NC(=O)CSc3ccc(C)cc3)s2)cc1OC	0.0	-13	-4	1	-9	-7	0	-1	i
Cc1onc(-c2ccccc2)c1C(=O)Nc1cccc(S(=O)(=O)N2CCCCC2)c1	-0.5	-6	-4	5	3	12	0	1	i
CC1CCC(NC(=O)C2CCC(CNc3c(N4CCCCC4)c(=O)c3=O)CC2)CC1 (configuration not stated)	-1.2	4	-2	15	1	-4	1	0	i
C[N+]1(CC(=O)OCCCc2ccccc2)CCCC1	0.9	-2	-2	-147	2	-8	0	-1	i
O=C(Nc1ccnn1C1CCN(Cc2ccccc2F)CC1)C1CCCC1	-0.6	-1	-4	1	-2	-4	0	5	i

# More records follow:
SMILES,MsrA inhibitor,E coli Lon inh,MsrA act,PABP1 MLLE inh,CSN inh,FAS-TE inh,MT1-MMP act inh,Rin1-Abl PPI inh,Rpn11 block
COc1ccccc1CN1C(=O)C2CC=CCC2C1=O (configuration not stated),0.0,12,-10,14,1,0,-2,-1,i
CN(C)CCCNc1oc(/C=C/c2cccs2)nc1S(=O)(=O)c1ccccc1,2.0,-6,-1,7,-2,-4,-1,-4,i
CCN(CC)S(=O)(=O)c1cccc(C(=O)N[C@H](C(=O)OCC(N)=O)C(C)C)c1,0.1,-7,-7,-3,-1,-6,-7,0,i
Nc1c(C(O)(C(F)(F)F)C(F)(F)F)ccc2ccccc12,0.6,4,-9,-2,4,9,2,3,i
Cc1n[nH]c(C)c1CCC(=O)N/N=C/c1cccc([N+](=O)[O-])c1,0.0,-4,-9,4,-11,-1,1,3,i
Cc1onc(-c2c(F)cccc2Cl)c1-c1nnc(-c2cccc3ccccc23)o1,-0.4,0,-2,10,5,3,3,-6,i
COc1cccc(-c2nn3c(-c4cc(C)[nH]n4)nnc3s2)c1,-1.3,5,3,-10,1,-5,16,-4,i
Cc1cnc(CNC(=O)c2csc([C@H]3C[C@H](O)[C@@H](CO)O3)n2)cn1,0.6,-9,-1,3,0,-5,0,3,i
CN(C)/C=C(\C=O)c1onc(-c2ccccc2Cl)c1C#N,1.1,6,-4,-1,1,-2,-3,-1,i
COc1cccc(N(C(=O)C2CSC(=O)C2)C(C(=O)NC(C)(C)C)c2ccncc2)c1 (configuration not stated),-1.8,16,-11,-1,-4,-9,5,0,i
CCOc1ccc(S(=O)(=O)N2CCC(C(=O)NC3CC3)CC2)cc1C,-1.7,2,-1,7,-11,-2,3,0,i
C=CC[C@@H](CC(=O)N[C@H](CO)Cc1ccccc1)C(=O)NC[C@H](OC(=O)[C@@H](CC=C)Cc1ccc(F)cc1)c1ccccc1,-0.7,1,7,6,7,6,-7,2,i
CNC(=S)N/N=C/c1cccc(OCc2ccccc2F)c1,1.2,-4,0,3,-3,27,-4,1,i
Cc1cccc(Cl)c1OCCCn1ccnc1,0.7,-3,-1,-10,2,-6,-2,-1,i
Cc1c(CN2CCCCC2)c(O)n(CCO)c(=O)c1C#N,1.8,-12,-6,27,-3,-10,-13,-1,i
C=CCNc1nc(C(=O)OCC(=O)Nc2ccccc2C(F)(F)F)cs1,-0.2,-13,-4,8,0,-7,-3,-3,i
Cc1ccc(NC(=O)COc2ccc3c(c2)CCC3)nc1,-0.3,-27,1,-4,-1,5,-1,0,i
CC(=O)NC(CC(=O)OCC(=O)N1CCN(S(=O)(=O)c2ccc(Cl)cc2)CC1)c1ccccc1 (configuration not stated),-0.1,-7,-2,1,-5,-6,3,-1,i
C=CCn1c(=O)c2ccccc2n2c(SCC(N)=O)nnc12,-0.3,3,-9,3,-1,2,1,1,i
CN(CC(=O)Nc1ccc(OC(F)(F)F)cc1)C(=O)c1ccc(N2CCCC2=O)cc1,0.2,-4,-3,-4,4,-4,-4,7,i
CN1CCN(/C(=N\S(=O)(=O)c2ccc(F)cc2)c2ccccc2)CC1,-0.3,-2,-8,4,1,-7,1,2,i
